Screening results from PubChem BioAssay.
aSyn yeast rescue = inhibitors of alpha-synuclein toxicity in yeast; S. cerevisiae alpha-synuclein toxicity rescue, BacTiter-Glo growth, 24 h; Potency, µM (series often up to 46.1 µM), without a hit: at the highest dose growth rescue (activation), usual class: activators; 94,000 compounds, 0.02% hits; active = well fitted activation curve with a large enough effect; inconclusive = small, poorly fitted or top-dose-only effect; also: 0% is about no effect
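Growth restoration measured by BacTiter-Glo luminescence after 24 hr at 30 deg C; alpha-synuclein yeast, raffinose-pregrown to mid-log, were added at OD600=0.02 in galactose medium onto pinned compounds.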
Numbers without * were called inactive; ? = inconclusive; & = joins results of further samples; [ ] = remark or other dose. Potency is read from the fitted curve at half-maximal effect. This is a subset. The share of hits here may be higher or lower than overall.

SMILES | aSyn yeast rescue
COc1ccc(-c2nc(CSCC(=O)N3CCN(c4ccccc4F)CC3)c(C)o2)cc1 | 2%
CC1=C(C(=O)OCc2ccccc2)C(c2cccc(Cl)c2Cl)CC(=O)N1 (stereo unspecified) | -5%
O=C(COc1ccc2ccccc2c1)N[C@@H](C(=O)O)c1ccc(O)cc1 | 5%
NC(=O)C1CCN(C(=O)/C(=C/c2ccco2)NC(=O)c2ccccc2)CC1 | 2%
FC(F)(F)C(F)(F)c1nc2nc(Cl)c(Cl)nc2[nH]1 | 2%
CCOc1ccc(C(=O)OCc2cc(=O)n3cc(C)sc3n2)cc1 | 1%
CCN1CCN(C(=O)CS(=O)Cc2nc(-c3ccc(OC)cc3)oc2C)CC1 (stereo unspecified) | -1%
Cc1nn(-c2ccc(N3CCCC3)nn2)c(C)c1CCC(=O)Nc1ccc(F)cc1F | -1%
O=C(CSc1cn(CCNC(=O)c2c(F)cccc2F)c2ccccc12)Nc1ccc2c(c1)OCCO2 | 0%
Cc1cc(=O)oc2cc(Oc3ccc([N+](=O)[O-])cc3C(F)(F)F)ccc12 | 10%
N#CC1=C2SCN(Cc3ccccc3)CN2C(=O)CC1c1ccccc1F (stereo unspecified) | -5%
O=S(=O)(c1ccc(NC(=S)NCc2ccco2)cc1)N1CCCCC1 | -6%
COc1ccc(C(CNC(=O)CNS(=O)(=O)c2ccc(NC(C)=O)cc2)N2CCOCC2)cc1 (stereo unspecified) | 1%
Cc1ccc2nc(Nc3ccc(C)c(F)c3)c3nncn3c2c1 | -4%
C[C@H](CO)N1C[C@H](C)[C@@H](CN(C)Cc2ccccc2)OCCCC[C@H](C)Oc2ccc(N(C)C)cc2C1=O | 3%
Cc1nnc2ccc(-c3ccc(NC(=O)c4cccnc4Cl)cc3)nn12 | 7%
CCOC(=O)c1c(C)c(-c2ccccc2)n(CC(=O)N2CCCC2)c1C | 5%
CC1=C(C(=O)N2CCOCC2)CC(CC(=O)NCC2CCCCC2)C(=O)N1CCC1=CCCCC1 (stereo unspecified) | 6%
CN1OC[C@@H]2CN[C@H](c3cccc(N4CCOCC4)c3)C[C@@H]21 | 1%
COc1ccc(NC(=O)C2CCC(CNS(=O)(=O)c3cccc4nsnc34)CC2)cc1OC (stereo unspecified) | -2%

Looked up one by one from the entries so far:
SMILES | aSyn yeast rescue
CN1OC[C@@H]2CN[C@H](c3cccc(N4CCOCC4)c3)C[C@@H]21 | 1%
COc1ccc(C(CNC(=O)CNS(=O)(=O)c2ccc(NC(C)=O)cc2)N2CCOCC2)cc1 (stereo unspecified) | 1%
Cc1ccc2nc(Nc3ccc(C)c(F)c3)c3nncn3c2c1 | -4%
COc1ccc(NC(=O)C2CCC(CNS(=O)(=O)c3cccc4nsnc34)CC2)cc1OC (stereo unspecified) | -2%
O=S(=O)(c1ccc(NC(=S)NCc2ccco2)cc1)N1CCCCC1 | -6%
CC1=C(C(=O)N2CCOCC2)CC(CC(=O)NCC2CCCCC2)C(=O)N1CCC1=CCCCC1 (stereo unspecified) | 6%
O=C(CSc1cn(CCNC(=O)c2c(F)cccc2F)c2ccccc12)Nc1ccc2c(c1)OCCO2 | 0%

Following part
SMILES | aSyn yeast rescue
CCCNC(=O)CN1C(=O)COc2ccc(S(=O)(=O)N3CCCC3)cc21 | -1%
CCOc1ccc(CCNC(=O)c2ccc(C)c(-n3cnc4cccnc43)c2)cc1 | 7%
COc1ccc(OC)c(CN2CCN(Cc3cc(=O)oc4cc(O)ccc34)CC2)c1 | -2%
CCOC(=O)C1=C(CS(=O)(=O)c2ccc(F)c(C)c2)NC(=O)NC1c1ccc(F)c(F)c1 (stereo unspecified) | 0%
Cc1sc(NC(=S)NC(=O)c2ccco2)c(C#N)c1C | -10%
Cc1cccc(C)c1NC(=O)C1CCCN1C(=O)OC(C)(C)C (stereo unspecified) | 1%
C[C@H]1C(=O)N(C)CCN1C(=O)c1ccc(OC2CCN(CCc3ccccc3)CC2)cc1 | -3%
O=C(Nc1ccccc1C(=O)O)/C(=C/c1ccc([N+](=O)[O-])cc1)NC(=O)c1ccc(Br)o1 | -1%
COc1ccc2cc(CN(Cc3ccco3)C(=S)NCC3CCCO3)c(=O)[nH]c2c1 (stereo unspecified) | 8%
Cc1nc2nc(SCC(=O)NCCc3ccc(Cl)cc3)nn2c(C)c1Cc1ccccc1 | 7%
C#CCOc1c(Br)cc(C2C(C(=O)OC)=C(C)NC3=C2C(=O)c2ccccc23)cc1OCC (stereo unspecified) | -6%
CCOC(=O)c1c(NC(=O)c2ccccc2Cl)sc2c1CCCC2 | 1%
Cc1cccc(C(=O)N2CCc3cc(CNC(=O)c4ccco4)ccc32)c1 | 3%
CC(=O)c1cccc(S(=O)(=O)NCCc2csc3nc(-c4ccc(F)cc4)nn23)c1 | -5%
FC(F)(F)c1cnc(NNC(=S)Nc2ccccc2Cl)c(Cl)c1 | 12%
COc1ccc(S(=O)(=O)NCCc2sc(-c3ccccc3)nc2C)cc1F | 6%
NC(=O)c1ccc(NC(=O)c2ccc(COc3ccccc3Br)cc2)cc1 | 12%
Cc1cccc(NC(=S)NC(=O)c2ccco2)n1 | -8%
N#C/C(C(N)=O)=C1/SC(Cc2ccc(F)cc2)C(=O)N1c1ccccc1 (stereo unspecified) | 4%
COc1cccc(-c2ccc3c(c2)O[C@@H](CN(C)C(=O)C2CCOCC2)[C@H](C)CN([C@H](C)CO)S3(=O)=O)c1 | 2%
CC1Cc2cc(S(=O)(=O)CCC(=O)Nc3ccc(F)cc3)ccc2N1C(=O)C1CC1 (stereo unspecified) | -2%
COc1cccc(NC(=O)CSc2nc(O)c(C/C=C/c3ccccc3)c(=O)[nH]2)c1 | -9%
c1ccc2c(c1)COc1c3ncccc3nn1-2 | -7%
O=C(COC(=O)c1ccc(F)cc1F)Nc1ccc(S(=O)(=O)N2CCOCC2)cc1 | -6%
C[C@@H]1CN([C@@H](C)CO)C(=O)CCCn2cc(nn2)CO[C@H]1CN(C)C(=O)c1cc(-c2ccccc2)on1 | -1%
CCOc1ccc(NC(=O)CCS(=O)(=O)c2cc3c4c(c2)CCN4C(=O)CC3)cc1 | 1%
O=C(CNc1cccc(S(=O)(=O)N2CCOCC2)c1)Nc1cccc(Br)c1 | -7%
Cn1c(=O)oc2cc(S(=O)(=O)NC3CCN(Cc4ccccc4)CC3)ccc21 | 2%
COCCNC(=O)C1CCN(Cc2cc3ccccc3n2Cc2ccc(C)cc2)CC1 | 11%
CN1C(=O)/C(=C/c2ccco2)SC1=Nc1cccc(C(=O)O)c1 | 1%
CCn1cc2nc(SCC(=O)Nc3ccc(OC)c(Cl)c3)n(Cc3ccc(OC)cc3)c(=O)c2n1 | 0%
CCOC(=O)c1cc(-c2ccc(F)cc2)n(CCC(=O)NC2CCC(C)CC2)c1C (stereo unspecified) | -25%
O=c1nc(/C=C/c2ccc(O)c(O)c2)oc2ccccc12 | -7%
Cc1ccc(Nc2c(-c3ccc(N4CCOCC4)cc3)nc3cccc(C)n23)cc1 | 4%
Cc1ccc2nc(CN3CCN(S(=O)(=O)c4ccccc4)CC3)oc2c1 | 8%
O=C(NCC1CCCO1)C1CC(=O)N(c2cccc(Cl)c2)C1 (stereo unspecified) | 4%
O=C(NC1CCCC1)c1c[nH]c2ccc(S(=O)(=O)Nc3cccc(C(F)(F)F)c3)cc2c1=O | -14%
COc1ccccc1CNC(=O)Cn1c(=O)ccc2cc(S(=O)(=O)N3CCCC3)ccc21 | -10%
CCCc1nc(SCC(=O)Nc2cc(C)on2)c2c(=O)n(C)c(=O)n(C)c2n1 | 3%
O=C(O)Cn1cc(/C=C/[N+](=O)[O-])c2ccccc21 | -1%

As entered above:
Entry for COc1ccccc1CNC(=O)Cn1c(=O)ccc2cc(S(=O)(=O)N3CCCC3)ccc21 under aSyn yeast rescue: -10%
Entry for CC1Cc2cc(S(=O)(=O)CCC(=O)Nc3ccc(F)cc3)ccc2N1C(=O)C1CC1 (stereo unspecified) under aSyn yeast rescue: -2%
Entry for Cc1ccc(Nc2c(-c3ccc(N4CCOCC4)cc3)nc3cccc(C)n23)cc1 under aSyn yeast rescue: 4%
Entry for O=C(NCC1CCCO1)C1CC(=O)N(c2cccc(Cl)c2)C1 (stereo unspecified) under aSyn yeast rescue: 4%

Further compounds follow.
SMILES | aSyn yeast rescue
Cc1ccc2cccc(NC(=O)c3cccc4c(Cl)cccc34)c2n1 | -8%
CC(C(=O)Nc1ccccc1)N(C)CCOc1ccccc1 (stereo unspecified) | 3%
CCOC(=O)C1=C(C)N=C2SCCC(=O)N2C1c1ccc(OCc2ccccc2)c(OC)c1 (stereo unspecified) | 1%
Cc1ccc(C(=O)NCc2ccc3c(c2)OCO3)cc1N1CCCC1=O | 0%
Cc1ccc2nc(COc3ccccc3NC(=O)c3ccccc3F)cc(=O)n2c1 | 5%
Cc1cccc(OCCSc2nnc(-c3cccs3)o2)c1 | 3%
COc1cc(C(=O)NCC(c2cccnc2)N2CCN(c3ccc(F)cc3)CC2)cc(OC)c1OC (stereo unspecified) | -1%
Cc1cc(NC(=O)CCC(=O)N(Cc2cccs2)C(C)(C)C(=O)NC2CCCCC2)no1 | -2%
O=C(Nc1ccc(F)cc1)Nc1ccc(N2CCOCC2)c2nonc12 | -3%
COc1ccccc1CCNC(=O)Cn1ccc2cc(S(=O)(=O)N3CCCCC3)ccc21 | -7%
COc1ccc(Cl)cc1-n1nnc(-c2nsc(NC(=O)c3ccccc3Cl)n2)c1C | -3%
CCOc1ccc(-c2noc(CSc3nnc(-c4ccccc4)n3-c3ccccc3)n2)cc1 | 0%
COc1ccc([C@H]2C[C@@H](n3cc(C4CC4)nn3)[C@H](O)CN2C(=O)c2cccs2)cc1 | 0%
Cn1c(SCc2ccccc2Cl)nc2c([nH]c3ccccc32)c1=O | 3%
COc1ccc(S(=O)(=O)Nc2ccc(-n3cccc3)cc2)cc1 | ?
COc1ccc(C)cc1NC(=O)CCNS(=O)(=O)c1cccc2nonc12 | 10%&-1%
CC(=O)c1nn(-c2ccc(OC(F)(F)F)cc2)nc1Nc1ccc(C)cc1 | -5%
Cn1ncc2c(N3CCN(c4ccccc4Cl)CC3)ncnc21 | 5%
c1ccc(-c2noc(-c3cccnc3NCc3ccco3)n2)cc1 | 2%
CC(=O)N1c2ccccc2C(=O)C1N1CCN(c2ccccc2F)CC1 (stereo unspecified) | ?

An excerpt taken from the entries so far:
SMILES | aSyn yeast rescue
COc1ccc(C)cc1NC(=O)CCNS(=O)(=O)c1cccc2nonc12 | 10%&-1%
CC(=O)c1nn(-c2ccc(OC(F)(F)F)cc2)nc1Nc1ccc(C)cc1 | -5%
Cn1ncc2c(N3CCN(c4ccccc4Cl)CC3)ncnc21 | 5%
c1ccc(-c2noc(-c3cccnc3NCc3ccco3)n2)cc1 | 2%
CC(=O)N1c2ccccc2C(=O)C1N1CCN(c2ccccc2F)CC1 (stereo unspecified) | ?

(list continues)
SMILES | aSyn yeast rescue
O=C(Nc1cccc2c1CCCC2)N1CCOc2ccc(Cl)cc21 | -1%
CC(C)(C)c1ccc(C(=O)NCc2nnc(SCC(=O)N3CCCC3)o2)cc1 | -13%
COc1cccc(CNC(=O)c2cccc(NC3=NC4CS(=O)(=O)CC4S3)c2)c1 (stereo unspecified) | 7%
O=C(Nc1ccccc1C(F)(F)F)c1cc2ccccn2n1 | 6%
COC(=O)c1cc2occc2n1Cc1ccc(F)cc1Cl | -17%
COc1ccccc1CNC(=O)Cc1c(C)c2c(cc(C)c3c(C)coc32)oc1=O | 3%
O=C(C1CCCO1)N(c1ccc(F)cc1)C1C=CS(=O)(=O)C1 (stereo unspecified) | 1%
CC1=C(C(=O)N(C)C)CC(CC(=O)NCc2cccs2)C(=O)N1CCCN1CCCC1=O (stereo unspecified) | 2%
Cc1c(NS(=O)(=O)c2cc(Br)cc3c2N(C(=O)C2CC2)CC3)c(=O)n(-c2ccccc2)n1C | -12%
CCC(=O)NCc1cc(-c2nn(C)c(=O)c3ccccc23)ccc1OC | 6%
Cn1c(=O)c2c(nc(Br)n2Cc2nnc(N)s2)n(C)c1=O | -4%
C[C@@H]1CN([C@H](C)CO)S(=O)(=O)c2ccc(Br)cc2O[C@H]1CN(C)C(=O)C1CC1 | 4%
Nc1nc(Cl)cc(-c2ccccc2)n1 | 0%
Cc1cccc(-c2nc(N3CCN(c4ccc(F)cc4)CC3)c3ccccc3n2)c1 | -3%
NC(=O)NC(=O)CSc1nc(C2CCCCC2)n(-c2ccccc2)n1 | -1%
COc1cc(/C=C2\SC(=O)N(c3ccc(Cl)cc3)C2=O)cc([N+](=O)[O-])c1O | -35%[inhibitor]
CCCCc1ccc(NC(=O)CC(C)(C)C)cc1 | 7%
NC(=O)c1cc(S(=O)(=O)N2CCN(c3cccc(C(F)(F)F)c3)CC2)cs1 | -1%
Cc1cc(=O)[nH]c(SCc2cn3ccccc3n2)n1 | -10%
CCS(=O)(=O)c1oc(-c2ccc(F)cc2)nc1S(=O)(=O)c1ccc(Br)cc1 | -1%
CC(=O)c1ccc(NC(=O)c2ccc(-c3nc(CSc4ccccc4)c(C)o3)cc2)cc1 | -3%
CN(C)CCCN(C(=O)c1ccc(S(=O)(=O)N2CCCC2)cc1)c1nc2c(F)cc(F)cc2s1 | 7%
CCc1ccccc1NC(=O)N1CCOc2ccccc21 | -10%
COCCOC(=O)c1c(C)oc2ccc(NS(=O)(=O)c3ccc(C)cc3)cc12 | 1%
CN(C)c1ncc(C(=O)NCc2ccc(Cl)cc2)cn1 | -4%
CC(C(=O)Nc1ccc2c(c1)OCO2)N1CCN(C)CC1 (stereo unspecified) | -7%
CC(=O)Nc1cc(C(=O)NCc2ccc(C)cc2)ccc1S(=O)(=O)c1ccc(Cl)cc1 | 7%
O=C(OCc1cn([C@@H]2C[C@H](c3ccccc3)N(C(=O)C3CCCCC3)C[C@H]2O)nn1)c1ccccc1 | -5%
CC(C)N1CCN(Cc2ccc(Sc3nncn3C)o2)CC1CCO (stereo unspecified) | -3%
Nc1nnc(SCC(=O)OCc2ccccc2)s1 | -9%
